MsrA inhibitor = inhibits bovine methionine sulfoxide reductase A; 360,000 compounds, 0.75% hits; inhibition, % at 15.5 µM; AID 651718; purified bovine MsrA, absorbance read-out; in the data active means inhibition above about 4.5%;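 further: 0% = vehicle wells with enzyme and 100% = reference inhibitor wells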
SKN-1 block = blocks SKN-1 activity in C. elegans; C. elegans VP596 Pgst-4::GFP/RFP ratio, acrylamide-induced, 24 h; inhibition, % at 21.8 µM; 360,000 compounds, 0.49% hits;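 active means interference check ratio from 0.5 to 1.5 plus GFP to RFP signal ratio inhibition reaching or exceeding a fixed threshold, cut at about 30% in these data, passing the limit was not always enough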; further: some compounds called inactive have numbers as strong as hits
Rin1-Abl PPI inh = inhibitors of human Rin1-Abl protein interaction; P00519+Q13671; TR-FRET Rin1/Abl binding, biochemical; inhibition, % at 7.35 µM; 360,000 compounds, 0.4% hits; AID 588664; in the data active means inhibition above about 5%, passing the limit was not always enough
FAS-TE inh = inhibitors of human fatty acid synthase thioesterase domain | recombinant FAS-TE, OMFH fluorogenic substrate, fluorescence endpoint | inhibition, % at 15 µM | 360,000 compounds, 0.67% hits | AID 602261;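 active means compounds whose normalised, plate-corrected inhibition of enzyme fluorescence in the single-dose primary screen is 50% or more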;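 further: 0% = DMSO with enzyme and 100% = substrate without enzyme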
Target sequence (P49327 whole entry, looked up, the tested form may be a part): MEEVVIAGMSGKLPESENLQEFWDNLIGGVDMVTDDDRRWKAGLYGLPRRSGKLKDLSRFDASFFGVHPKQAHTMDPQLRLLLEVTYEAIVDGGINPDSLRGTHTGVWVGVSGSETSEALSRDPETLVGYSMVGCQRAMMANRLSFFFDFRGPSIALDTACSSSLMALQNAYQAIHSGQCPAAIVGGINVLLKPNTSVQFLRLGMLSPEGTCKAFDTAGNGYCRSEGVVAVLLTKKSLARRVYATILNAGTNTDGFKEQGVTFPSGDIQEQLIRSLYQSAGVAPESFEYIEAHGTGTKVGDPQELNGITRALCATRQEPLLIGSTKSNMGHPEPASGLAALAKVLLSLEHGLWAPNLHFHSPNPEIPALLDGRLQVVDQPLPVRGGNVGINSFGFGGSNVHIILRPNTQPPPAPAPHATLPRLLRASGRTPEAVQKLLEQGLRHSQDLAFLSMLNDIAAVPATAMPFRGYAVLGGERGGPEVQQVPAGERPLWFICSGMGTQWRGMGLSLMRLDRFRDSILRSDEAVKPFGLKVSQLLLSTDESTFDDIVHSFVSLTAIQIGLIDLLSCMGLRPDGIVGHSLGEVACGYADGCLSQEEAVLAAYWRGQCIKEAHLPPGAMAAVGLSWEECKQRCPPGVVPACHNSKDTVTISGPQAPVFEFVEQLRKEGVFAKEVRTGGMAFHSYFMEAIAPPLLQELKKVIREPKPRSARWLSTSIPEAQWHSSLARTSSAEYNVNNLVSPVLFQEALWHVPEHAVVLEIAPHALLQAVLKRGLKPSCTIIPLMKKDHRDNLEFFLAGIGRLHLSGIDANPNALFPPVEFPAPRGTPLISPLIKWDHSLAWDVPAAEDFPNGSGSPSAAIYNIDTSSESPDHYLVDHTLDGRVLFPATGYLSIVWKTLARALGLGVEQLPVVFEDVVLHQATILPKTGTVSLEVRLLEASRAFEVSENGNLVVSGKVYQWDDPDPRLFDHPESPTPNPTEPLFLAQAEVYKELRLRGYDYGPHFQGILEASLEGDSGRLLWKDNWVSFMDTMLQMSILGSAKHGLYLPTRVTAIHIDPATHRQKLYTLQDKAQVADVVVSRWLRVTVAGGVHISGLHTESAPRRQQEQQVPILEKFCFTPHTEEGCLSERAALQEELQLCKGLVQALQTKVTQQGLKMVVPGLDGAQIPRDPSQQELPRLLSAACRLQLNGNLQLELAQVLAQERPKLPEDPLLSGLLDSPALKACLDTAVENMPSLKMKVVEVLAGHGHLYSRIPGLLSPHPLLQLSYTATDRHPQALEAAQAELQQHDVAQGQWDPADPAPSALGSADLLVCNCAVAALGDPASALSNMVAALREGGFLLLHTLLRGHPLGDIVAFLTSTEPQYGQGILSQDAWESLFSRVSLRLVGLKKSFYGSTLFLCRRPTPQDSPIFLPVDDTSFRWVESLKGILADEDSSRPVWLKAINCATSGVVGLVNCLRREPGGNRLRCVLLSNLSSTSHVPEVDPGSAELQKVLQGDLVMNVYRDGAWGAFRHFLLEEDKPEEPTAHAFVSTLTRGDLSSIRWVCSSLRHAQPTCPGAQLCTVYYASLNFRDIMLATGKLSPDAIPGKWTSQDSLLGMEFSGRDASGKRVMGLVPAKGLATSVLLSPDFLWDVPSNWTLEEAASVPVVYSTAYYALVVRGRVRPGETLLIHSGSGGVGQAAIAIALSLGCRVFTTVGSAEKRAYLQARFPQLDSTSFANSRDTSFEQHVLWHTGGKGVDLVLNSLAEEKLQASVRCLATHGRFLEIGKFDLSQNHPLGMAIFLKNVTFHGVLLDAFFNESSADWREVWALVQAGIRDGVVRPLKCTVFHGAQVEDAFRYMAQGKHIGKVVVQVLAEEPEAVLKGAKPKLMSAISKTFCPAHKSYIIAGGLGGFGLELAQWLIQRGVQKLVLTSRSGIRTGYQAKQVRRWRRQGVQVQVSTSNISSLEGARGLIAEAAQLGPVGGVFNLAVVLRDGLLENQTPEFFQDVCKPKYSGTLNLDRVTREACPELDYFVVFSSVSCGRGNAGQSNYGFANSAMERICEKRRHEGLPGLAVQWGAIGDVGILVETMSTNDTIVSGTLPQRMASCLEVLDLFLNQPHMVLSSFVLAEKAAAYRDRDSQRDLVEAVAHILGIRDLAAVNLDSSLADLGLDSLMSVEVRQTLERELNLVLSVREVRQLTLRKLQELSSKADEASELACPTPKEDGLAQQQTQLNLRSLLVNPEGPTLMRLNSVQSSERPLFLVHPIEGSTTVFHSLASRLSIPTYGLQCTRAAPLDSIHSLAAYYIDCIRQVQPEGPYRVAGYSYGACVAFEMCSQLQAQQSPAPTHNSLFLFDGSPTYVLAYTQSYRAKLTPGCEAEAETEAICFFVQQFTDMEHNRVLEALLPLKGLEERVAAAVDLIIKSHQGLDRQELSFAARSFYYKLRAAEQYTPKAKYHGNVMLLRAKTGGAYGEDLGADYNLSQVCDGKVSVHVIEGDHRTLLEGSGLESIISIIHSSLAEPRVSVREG
bovine MsrA act = activates bovine MsrA enzyme. purified bovine MsrA, absorbance read-out. activation, % at 10.6 µM. 360,000 compounds, 0.3% hits; in the data active means activation above about 7.5%;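 further: 0% = vehicle and 100% = reference activator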
MT1-MMP act inh = blocks activation of human MT1-MMP | P50281 | HT1080 RFP-PRO-GFP cells, GFP/RFP ratio fluorescence, overnight; percent of plate control window, DMSO zero | GFP/RFP ratio change, % at 20 µM | 360,000 compounds, 0.061% hits;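 active means GFP/RFP ratio change of at least 30% with cell ATP level not reduced by more than half and red fluorescence within 50% of control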; further: strong numbers were not always called active
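Test system: HT1080 RFP-PRO-GFP cells; Benchmarks: DMSO and RFP-L50D-GFP cell wells; Timing: cells overnight before dosing, compound overnight, 37 °C, 5% CO2; Compound: one 20 µM compound dose with 1% DMSO; Read-out: GFP/RFP fluorescence ratio.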
CendR NRP1 mod = NRP-1/CendR interaction modulation. AID 602438. O14786. inhibition, % at 25 µM. 360,000 compounds, 0.85% hits. FAM-RPARPAR peptide binding to NRP-1, fluorescence polarization;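 active means inhibition or corrected inhibition above about 18%, plus a signal ratio from 0.5 to 1.5, limit read from the data, passing the limit was not always enough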; further: strong numbers were not always called active
Neddyl block = inhibitors of human cullin neddylation | TR-FRET cullin neddylation, biochemical | calls only at 25 µM | 360,000 compounds, 0.58% hits | P61081+Q13564; in the data active means inhibition above about 36%
E coli Lon inh = E. coli protease La inhibition; P0A9M0; inhibition, % at 7.94 µM; purified E. coli Lon protease, fluorescence polarization; 360,000 compounds, 0.42% hits; AID 602123; in the data active means inhibition above about 13%, passing the limit was not always enough;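 further: 0% = enzyme with probe and DMSO and 100% = no enzyme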
* hit, by the source's call; i = inactive; x = no result given. An unsorted share of the library. Share with any hit: about 4.2%.

entry	SMILES	Neddyl block	CendR NRP1 mod	SKN-1 block	bovine MsrA act	E coli Lon inh	Rin1-Abl PPI inh	FAS-TE inh	MT1-MMP act inh	MsrA inhibitor
1	N#Cc1c(N)nc2c(c1-c1cccc(O)c1)CCCCCC2	i	6.7	18.1	-2.5	3.2	-1.6	12.5	5.4	0.3
2	COc1ccc(N2C(=O)CC(N(Cc3ccco3)C(=O)CCC(=O)O)C2=O)cc1 (configuration not stated)	i	4.9	9.7	-2.0	6.8	0.2	-3.5	-3.9	-0.5
3	CCOc1nc(NCc2ccco2)nc(Nc2ccccc2F)n1	i	10.3	5.2	-4.5	-6.0	0.8	1.2	-0.8	0.7
4	CCN(CCNC(=O)CN(C)S(=O)(=O)c1cccc2nsnc12)c1ccccc1	i	-0.2	-1.2	0.5	-6.9	0.3	6.6	2.9	0.2
5	CSC1=NC2(C)CCCCC2C12C=CC(=O)C=C2 (configuration not stated)	i	1.0	0.7	-3.4	-16.8	-2.8	-4.5	-3.5	0.6
6	CC1=C(C(=O)N2CCOCC2)CC(CC(=O)NC(c2ccccc2)c2ccccc2)C(=O)N1Cc1ccc(C(C)(C)C)cc1 (configuration not stated)	i	-4.7	-3.6	0.2	-1.5	4.2	12.7	-2.6	0.2
7	O=C(Nc1sc2c(c1C(=O)NC1CCCCC1)CCC2)c1ccco1	x	-16.7	4.0	-1.6	-0.6	-2.8	2.5	-4.0	0.0
8	CCOc1ccc(NC(=O)Nc2ccc3c(c2)CCC3)cc1	i	-8.1	4.5	-0.7	-9.9	1.1	-4.5	1.3	-1.1
9	N#CCC(=O)Nc1ccc(C(=O)Nc2cccnc2)cc1	i	-12.7	1.7	-3.4	-12.1	-3.5	-5.3	3.7	0.5
10	CSc1nc(N)nc2c1ncn2CC(=O)NCCCc1ccccc1	i	-3.3	4.9	-8.3	-2.5	-4.5	-6.1	7.8	0.1
11	O=C(Nc1nn[nH]n1)C12CC3CC(CC(C3)C1)C2	i	7.9	-0.2	-0.8	-3.7	2.0	-7.5	1.9	-0.2
12	Clc1ccc2nc(C3CCCCC3)c(Cc3ccsc3)n2c1	i	-15.8	16.7	-1.0	10.8	2.6	0.9	-8.7	1.3
13	Cc1ccc(S(=O)(=O)N2CCCC(C(=O)NCCc3ccc(S(N)(=O)=O)cc3)C2)cc1 (configuration not stated)	i	-3.3	19.2	-0.8	-4.3	-0.1	-0.4	-0.1	0.1
14	O=C(NC(=S)Nc1ccc2c(c1)OCCO2)c1ccco1	i	0.5	-3.3	-3.7	5.6	0.7	-0.1	-1.6	0.8
15	Cc1ccccc1NC(=O)C1CCCN1S(=O)(=O)c1cccc2cccnc12 (configuration not stated)	i	3.0	-4.4	-6.0	-12.5	3.4	-4.4	-3.0	x
16	CC(C(=O)N1CCOCCOCCOCC1)N1C(=O)c2ccccc2C1=O (configuration not stated)	i	12.2	-4.1	-4.4	1.5	-0.1	-11.4	0.5	-1.1
17	Cc1nnc(-c2ccccc2)[nH]c1=O	i	-0.4	-6.3	-6.8	5.6	3.9	-8.1	0.1	-0.7
18	Cc1[nH]n(C(C)(C)C)c(=O)c1Sc1ccccc1	i	-10.7	-2.6	-2.2	5.5	0.5	-9.6	-6.8	-1.4
19	Cn1cc(S(=O)(=O)Nc2ccc3c(c2)OCCO3)cn1	i	15.0	-3.3	-0.1	-3.3	4.0	-6.0	-2.6	0.7
20	CCCOC(=O)Cn1cnc2scc(-c3ccc(C)cc3)c2c1=O	i	2.3	18.1	0.9	-8.7	0.9	7.3	-1.1	0.4
21	O=S(=O)(Oc1ccccc1-c1ccccc1)c1ccccc1	i	3.3	17.1	-8.5	-1.6	1.8	30.0	-4.6	0.6
22	NC(=O)c1oc2ccccc2c1NC(=O)CN1CCCCC1	i	-7.5	-14.3	-6.5	-7.5	2.0	-7.2	1.0	-0.8
23	CCOc1ccc(CCNC(=O)C2CCN(S(=O)(=O)N3CC(C)CC(C)C3)CC2)cc1OCC (configuration not stated)	i	1.2	17.1	-1.4	-1.0	-2.9	-1.5	-0.5	-0.5
24	COCCn1nnnc1C(c1ccc(OC)cc1OC)N1CCN(c2ccccc2F)CC1 (configuration not stated)	i	-3.5	-12.2	-2.3	-3.5	1.3	3.0	-4.8	1.3
25	COCCNC(=O)C1(C)Cc2c(-c3ccc4c(c3)OCO4)ccnc2O1 (configuration not stated)	x	5.7	0.2	0.0	-2.1	1.2	-7.0	-3.9	-0.7
26	CCCCc1ccc(NC(=S)Nc2ccc(Nc3ccc(OC)cc3)cc2)cc1	i	4.1	-0.3	-8.1	7.5	0.1	23.4	16.4	0.5
27	CCOC(=O)C(C(=O)NCc1ccc(F)cc1)c1ncc(C(F)(F)F)cc1Cl (configuration not stated)	i	24.7*	-6.6	-3.3	2.6	0.2	23.0	-0.4	-1.0
28	CCN(CC)S(=O)(=O)c1ccc2[nH]c(=O)cc(C(=O)Nc3ccc(C)c(S(=O)(=O)N(CC)CC)c3)c2c1	i	-2.1	2.8	0.4	5.6	-2.3	29.2	0.1	-0.5
29	COCCN(CC(=O)Nc1ccccc1C(F)(F)F)C(=O)/C=C/c1cc(Cl)c2c(c1)OCO2	i	0.8	-7.4	-2.9	-1.5	-4.2	18.9	4.1	-0.5
30	Cc1noc(C)c1COc1cccc(C(=O)NC(C)(C)C)c1	i	14.9	-4.3	0.1	-0.1	0.7	-2.0	-9.1	0.9
31	Cc1nc2c3cc(Cl)ccc3n(CCN3CCCCC3)c2s1	i	-2.2	14.1	-2.6	-14.2	-2.2	12.4	1.1	1.0
32	COc1ccc(C(=O)Nc2ccccc2C(=O)NCc2ccco2)cc1OC	i	-7.5	-1.4	-10.3	-0.5	0.7	-2.8	1.7	-0.7
33	CCSc1ccccc1C(=O)Nc1cccc(OC)c1	i	-2.0	-15.6	1.5	-11.0	1.9	-3.6	2.9	1.6
34	COc1ccccc1C(=O)NCCC(=O)NCc1ccccn1	i	-3.0	9.4	-2.4	-2.0	-0.1	-7.9	-0.5	-0.7
35	CCOC(=O)C(CC)Sc1nc2c(c(=O)[nH]c(=O)n2C)n1C/C=C(/C)Cl (configuration not stated)	i	3.9	13.6	-1.3	5.3	-0.8	4.5	2.7	0.6
36	Brc1ccc(OCCOCCOc2cccc3cccnc23)cc1	i	-1.0	14.0	-7.3	-7.6	-3.1	7.6	1.7	0.6
37	O=C(Nc1ccc(Cl)c(Cl)c1)Nc1nccs1	i	-9.0	7.5	-2.0	3.1	-1.8	18.8	-0.1	1.6
38	CCOC(=O)c1ccc(NC(=O)CSc2nnc(CNC(=O)c3c(F)cccc3Cl)o2)cc1	i	-3.6	-11.2	0.5	-7.7	1.7	-2.1	-1.8	0.1
39	CCCCCCC1CC(CSc2ncn[nH]2)OC1=O (configuration not stated)	i	9.5	-12.9	-9.4	0.3	-1.8	-75.2	0.5	0.8
40	CCC(=O)c1ccc(OCC(=O)NCC2(N3CCCCC3)CCCCC2)cc1	i	-2.3	16.1	0.2	1.3	-0.7	-3.3	-2.3	-0.5
41	COc1ccc(C(=O)NCC(=O)N2CCc3ccccc3C2)cc1	i	0.6	1.1	-6.9	5.7	2.3	-3.3	0.3	1.7
42	O=C(O)C1C2C=CC(C2)C1C(=O)Nc1ccccc1Br (configuration not stated)	i	-2.1	0.8	-2.7	-4.9	1.5	-3.0	-3.7	-0.5
43	NS(=O)(=O)c1ccc(N2CCN(S(=O)(=O)Cc3ccccc3)CC2)nc1	i	6.8	2.1	-1.1	1.8	-4.0	-4.7	-0.2	-0.9
44	COc1ccccc1N1CCN(C2CCCN(C(=O)CN3CCCC3=O)C2)CC1 (configuration not stated)	i	-0.5	15.5	-5.8	15.4	-2.0	-5.4	-1.2	2.0
45	CC(=O)c1c(C)[nH]c(C(=O)OCc2ccccc2)c1C	i	-5.4	22.2	-9.4	-2.3	0.3	1.4	5.0	-1.1
46	CC(C)(C)c1ccc(C(=O)N2CCC2(C)C(=O)Nc2ccc3[nH]ncc3c2)cc1 (configuration not stated)	i	5.2	30.3	-1.8	11.7	-0.1	1.9	1.1	-0.6
47	NC(=O)NOCc1c(Cl)cccc1Cl	i	3.2	5.4	-2.3	-3.9	0.1	-0.7	-1.6	0.7
48	CCN(CC)CCNc1ccc(CO)c2oc3cc(Cl)ccc3c(=O)c12	i	3.2	10.2	2.6	-16.9	-14.7	-4.7	1.0	0.6
49	Cc1ccc(C)c(NS(=O)(=O)c2cc(Br)cnc2N)c1	i	13.4	4.9	-1.9	2.1	-0.1	2.9	2.8	0.1
50	COc1ccc(NC(=O)NCCCN2CCCC2=O)c(OC)c1	i	-5.0	4.5	-2.6	6.4	-0.8	-6.6	3.3	-0.2

New compounds follow:
entry	SMILES	Neddyl block	CendR NRP1 mod	SKN-1 block	bovine MsrA act	E coli Lon inh	Rin1-Abl PPI inh	FAS-TE inh	MT1-MMP act inh	MsrA inhibitor
51	O=C(NCCc1nnc2ccc(NCc3ccccc3Cl)nn12)c1ccccc1	i	-7.1	-4.3	-5.8	-6.6	-3.3	2.6	0.5	0.9
52	c1ccc(Nc2nc(-c3ccncc3)cs2)nc1	i	4.2	38.3*	1.0	0.5	3.0	-1.2	-3.5	1.2
53	CCNC(=O)/C(=C/c1ccco1)NC(=O)/C=C/c1ccccc1	i	-8.7	-2.4	-8.2	-6.6	2.9	-6.7	-9.6	1.6
54	COc1cc(C(=O)OCC(C)=O)cc(NC(=O)c2ccco2)c1OC	i	-4.7	3.3	-2.2	-7.1	-3.3	-1.8	1.0	1.8
55	COc1ccc(NCc2nnc(SCC(=O)NNC(=O)c3ccc(C)cc3)n2C)cc1	i	0.8	-8.2	-6.7	-3.0	3.8	-4.3	-0.5	1.5
56	CCOc1ccc2cc(C#N)c(SCC(=O)N3CCC(C)CC3)nc2c1	i	4.1	20.3	-1.2	3.1	-4.3	34.7	-2.3	0.8
57	CN(C)S(=O)(=O)c1ccc2c(c1)C(=NNC(N)=O)c1cc(S(=O)(=O)N(C)C)ccc1-2	i	15.7	-16.3	-4.0	-12.1	-6.0	0.7	0.2	0.1
58	CCOC(=O)Cc1csc(NC(=O)c2cc(OC)cc(OC)c2)n1	i	-5.7	-19.0	-3.0	-1.2	-3.3	1.5	-6.0	2.2
59	FC(F)(F)c1cc(-c2ccccc2)nc(-n2cc(Cl)cn2)n1	i	-0.2	11.1	-2.1	-0.1	-2.6	21.8	-0.3	-0.3
60	COc1ccc(-c2nc(O)c3cnccn23)cc1	i	-0.7	-0.5	-4.0	-7.1	-5.4	-10.0	-0.2	3.0
61	CCCC(=O)Nn1cnc2c(c1=O)C1(CCCC1)Cc1ccccc1-2	i	25.3*	-11.6	-2.9	-1.7	-1.8	5.8	-1.3	0.9
62	CCN(c1ccc(OC)cc1)S(=O)(=O)N1CCCC(C(=O)NC(C)c2ccccc2)C1 (configuration not stated)	i	-6.6	-10.0	0.4	-2.2	4.3	7.9	7.3	0.3
63	O=C(NCc1ccccc1)C1C(c2ccccc2)=Nc2ccccc2N1C(=O)c1ccncc1 (configuration not stated)	i	-12.4	14.4	x	x	x	x	-2.0	1.1
64	O=S1(=O)N=C(N(CCO)/N=C/C=C/c2ccccc2)c2ccccc21	i	-21.5	-2.1	-7.9	-10.0	-0.8	5.4	0.5	8.3*

Some of the entries so far, with two lines to a compound:
Second line of a record: Neddyl block	CendR NRP1 mod	SKN-1 block	bovine MsrA act	E coli Lon inh	Rin1-Abl PPI inh	FAS-TE inh	MT1-MMP act inh	MsrA inhibitor
(62) CCN(c1ccc(OC)cc1)S(=O)(=O)N1CCCC(C(=O)NC(C)c2ccccc2)C1 (configuration not stated)
→ i	-6.6	-10.0	0.4	-2.2	4.3	7.9	7.3	0.3
(63) O=C(NCc1ccccc1)C1C(c2ccccc2)=Nc2ccccc2N1C(=O)c1ccncc1 (configuration not stated)
→ i	-12.4	14.4	x	x	x	x	-2.0	1.1
(64) O=S1(=O)N=C(N(CCO)/N=C/C=C/c2ccccc2)c2ccccc21
→ i	-21.5	-2.1	-7.9	-10.0	-0.8	5.4	0.5	8.3*

Source: PubChem (several laboratories)
